FLuc inhib CS – inhibits firefly luciferase, flagging false hits in luciferase inhibition screens; ATPLite firefly luciferase biochemical luminescence, 10 min; inhibition, % at 10 µM; actives 1.5% (n = 200,000);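 active = inhibition above about 50% when tested at 10 µM, limit read from the data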
Target sequence (P08659 whole entry, looked up): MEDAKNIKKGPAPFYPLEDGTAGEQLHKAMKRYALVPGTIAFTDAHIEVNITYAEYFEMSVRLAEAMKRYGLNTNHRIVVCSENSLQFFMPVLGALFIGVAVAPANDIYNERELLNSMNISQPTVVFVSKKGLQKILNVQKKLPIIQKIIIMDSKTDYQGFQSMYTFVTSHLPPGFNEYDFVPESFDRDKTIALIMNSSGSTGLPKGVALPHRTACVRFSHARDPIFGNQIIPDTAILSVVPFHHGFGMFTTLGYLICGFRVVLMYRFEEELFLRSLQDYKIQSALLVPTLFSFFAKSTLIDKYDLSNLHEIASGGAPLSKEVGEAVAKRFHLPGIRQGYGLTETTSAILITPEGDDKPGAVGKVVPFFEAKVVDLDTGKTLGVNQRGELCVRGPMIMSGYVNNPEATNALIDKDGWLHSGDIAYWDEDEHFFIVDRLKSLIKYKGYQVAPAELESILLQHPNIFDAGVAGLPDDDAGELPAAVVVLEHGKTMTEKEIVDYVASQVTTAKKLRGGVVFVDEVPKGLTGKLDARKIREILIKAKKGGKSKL
APP 5'UTR act – activates APP 5'UTR luciferase reporter. SH-SY5Y APP 5'UTR luciferase reporter, luminescence; zero percent = DMSO vehicle wells. AID 1276. actives 1% (n = 190,000). activation, % at 2 µM;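 active = activation above a set limit, based on mean plus 3 SD of controls, cut at about 140% in these data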; note: values of inactives mirror those of a sister screen read the other way
NF-kB expr up – NF-kB expression increase, human neuronal cells; AID 1239; NF-kB reporter expression; stronger effect = higher value; actives 1.6% (n = 190,000); fold change at 12.5 µM; in the data active = fold change above about 3.3
Hsp70 act – transcriptional activators of Hsp70 | HeLa Hsp70 promoter luciferase reporter, luminescence; scaled: vehicle 0, proteasome-inhibitor control 100% | activation, % at 10 µM | actives 0.04% (n = 200,000);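 active = activation above the mean across all tested compounds plus 3 SD, cutoff set per campaign, cut at about 5.5% in these data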;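 note: 100% = MG132 at 30 µM as the positive control and 0% = DMSO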
STAT3 activator – activators of IL-6 induced STAT3 signaling; actives 0.91% (n = 190,000); AID 871; activation (% of control), % at 5.6 µM; U3A cells, IL-6 STAT3-luciferase reporter, luminescence; 100% = signal with IL-6 EC80 alone;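 active = activation above the screen-wide mean of compound activation plus 3 SD, cut at about 130% in these data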;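 note: 0% = background luminescence of wells with medium and substrate only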
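Material: human U3A cells carrying STAT3-luciferase construct. Measured by: reporter luminescence signal. Timing: compound 1 h, then IL-6 6 h at 37 °C.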
STAT1 blocker – inhibitors of IFN-gamma induced STAT1 signaling | actives 0.35% (n = 200,000) | inhibition, % at 5.5 µM | NIH 3T3 STAT1-luciferase reporter, luminescence;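 active = inhibition above a set limit, the mean inhibition across all tested compounds plus 3 SD, cut at about 34% in these data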;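 note: 0% = IFN-gamma with DMSO and 100% = IFN-gamma with 300 µM nifuroxazide; values of inactives mirror those of a sister screen read the other way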
STAT3 blocker – inhibitors of IL-6 induced STAT3 signaling. U3A cells, IL-6 STAT3-luciferase reporter, luminescence; host cell line lacks STAT1. inhibition, % at 5.5 µM. actives 0.89% (n = 190,000);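 active = inhibition above the mean inhibition across all screened compounds plus 3 SD, cut at about 44% in these data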;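 note: 0% = DMSO only wells and 100% = 100 µM nifuroxazide control wells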
RAM inhibit – blocks the yeast RAM network; S. cerevisiae dse1pr::URA3 reporter, 5-FOA growth OD615, 2 d; analog-sensitive cbk1-as2 kinase mutant strain; inhibition, % at 50 µM; actives 1.8% (n = 190,000);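 active = inhibition above a set limit, 3 SD over mean compound inhibition, cut at about 8.4% in these data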;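 note: 0% = DMSO-only wells with no growth and 100% = 10 µM 1-NA-PP1 full growth; inhibition rescues growth on 5-FOA so higher OD means more RAM inhibition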
STAT1 act – activators of IFN-gamma induced STAT1 signaling. NIH 3T3 STAT1-luciferase reporter, luminescence; 100% = IFN-gamma alone, no compound. activation (% of control), % at 5.5 µM. actives 2.6% (n = 200,000). AID 932;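 active = activation above the screen-wide mean activation plus 3 SD, cut at about 130% in these data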;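 note: raw ratio to IFN-gamma control signal so 100% means no change and 0% no light; values of inactives mirror those of a sister screen read the other way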
APP 5UTR inh – APP translation inhibition. AID 1285. inhibition, % at 2 µM. SH-SY5Y APP 5'UTR-luciferase reporter, luminescence. actives 0.82% (n = 190,000);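 active = inhibition above a set limit, derived from the sample mean plus 3 SD, cut at about 45% in these data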; note: values of inactives mirror those of a sister screen read the other way
Starred values were filed as active, the others as inactive; · = not tested or not shown. Outcome played no part in choosing rows (roughly 7.7% active in at least one column).

cpd	SMILES	FLuc inhib CS	APP 5'UTR act	NF-kB expr up	Hsp70 act	STAT3 activator	STAT1 blocker	STAT3 blocker	RAM inhibit	STAT1 act	APP 5UTR inh
1	CC(=O)/C(=N\Nc1ccccc1Cl)Sc1nnc(-c2ccccc2)n1-c1ccccc1	-7	20	1.1	0.0	90	7	14	5.0	94	-20
2	CC(c1nnc(SCC(=O)N2CCc3ccccc32)n1-c1ccc(Cl)cc1)N(C)C (configuration not stated)	-9	23	0.94	-0.5	100	7	1	2.5	94	-23
3	CCC(=O)N1CC23C=CC(CC2CC12CCCCC2)O3 (configuration not stated)	-3	2	1	-0.1	99	4	8	1.5	98	-2
4	Cc1nc(/N=C(\N)NC(=O)c2ccccc2)nc2ccccc12	13	15	0.98	-0.1	177*	-2	-78	0.2	102	-15
5	Cc1ccccc1C1=N/C(=C/c2cccnc2)C(=O)O1	34	18	1	-0.4	100	-14	3	-0.4	112	-18
6	Cc1cccc2cc(CN(Cc3cccs3)Cc3nnnn3Cc3ccccc3)c(=O)[nH]c12	-6	0	0.47	-0.2	104	-12	-4	4.7	111	0
7	CCn1c(=O)c(C(=O)NNS(=O)(=O)c2ccc(Cl)cc2)c(O)c2ccccc21	-3	-7	1.1	1.1	102	-5	-8	0.6	105	7
8	Cc1ccc(Nc2ncnc3c2oc2ccccc23)cc1	9	152*	5.4*	0.1	117	-77	-11	1.4	171*	-152
9	CCOCCCNC(=O)c1cn(C)c2ccc(S(=O)(=O)N(C)C3CCCCC3)cc2c1=O	-6	-1	0.7	-0.4	100	0	8	0.9	100	1
10	CCCCCOCC1CC(C/C(C)=N/NC(N)=S)C(=O)O1 (configuration not stated)	-7	-14	1.3	-0.2	94	-3	8	1.9	103	14
11	N#CCCSCc1ccc(OCC(=O)O)cc1	-3	9	1	-0.1	99	-1	3	2.6	101	-9
12	CCc1ccc2[nH]c3nc(C)cc(C)c3c(=O)c2c1	3	78	1.9	-0.1	98	-16	0	3.2	114	-78
13	O=C(Cc1cccs1)N/N=C/C=C/c1ccco1	6	5	1.2	-0.5	100	9	-2	0.1	94	-5
14	CCOC(=O)Cc1nnc(NC(=O)COc2ccc(F)cc2)s1	-7	6	1.2	-0.3	98	5	7	1.1	96	-6
15	CC/C(=N\NC(=O)c1ccc(CN(C)S(=O)(=O)c2ccc(C)cc2)cc1)c1ccc(OC(F)F)cc1	-8	10	1.2	-0.2	97	5	1	0.7	95	-10
16	O=C(CCN1C(=O)c2ccccc2C1=O)Nn1cnnc1	-6	-18	1.1	-0.3	103	8	3	1.3	94	18
17	COc1cccc(C2CC(c3ccccc3)=NN2S(=O)(=O)c2ccc(C)cc2)c1OC (configuration not stated)	-6	-9	0.91	-0.4	105	9	0	11*	90	9
18	COc1ccc(NC(C)=O)cc1C	-4	1	1	-0.1	98	-4	4	-0.1	102	-2
19	O=C(O)CCC(=O)NC1CCCCC1	-4	·	0.95	-0.2	99	5	1	0.1	96	·
20	O=C(CN1C(=O)c2ccccc2C1=O)OC(C(=O)c1ccc(Cl)cc1)c1ccccc1 (configuration not stated)	-6	11	0.91	0.9	100	-2	6	1.4	102	-11
21	CC(=O)N(C)C(c1ccc(N(C)C)cc1)c1nnnn1-c1c(C)cccc1C (configuration not stated)	-6	10	1.1	0.1	102	-1	-3	2.4	101	-10
22	CC(C)(C)C(=O)NC(=S)Nc1sc2c(c1C#N)CCCCC2	0	7	1.2	-0.2	90	-5	10	2.5	105	-7
23	Cn1c(/C(C#N)=N/O)nc2ccccc21	-7	-19	1.3	-0.4	105	-5	-2	0.2	102	19
24	FC(F)Sc1ccc(NC(=S)NC2CCCC2)cc1	11	17	3.2	-0.1	103	-15	2	0.3	116	-17

APP 5'UTR act, hit marks shown above.
nr | SMILES | FLuc inhib CS | APP 5'UTR act | NF-kB expr up | Hsp70 act | STAT3 activator | STAT1 blocker | RAM inhibit | STAT1 act | APP 5UTR inh
8 | Cc1ccc(Nc2ncnc3c2oc2ccccc23)cc1 | 9 | 152* | 5.4* | 0.1 | 117 | -77 | 1.4 | 171* | -152

Returning to the listing, starting 2 compounds before the break.
cpd	SMILES	FLuc inhib CS	APP 5'UTR act	NF-kB expr up	Hsp70 act	STAT3 activator	STAT1 blocker	STAT3 blocker	RAM inhibit	STAT1 act	APP 5UTR inh
23	Cn1c(/C(C#N)=N/O)nc2ccccc21	-7	-19	1.3	-0.4	105	-5	-2	0.2	102	19
24	FC(F)Sc1ccc(NC(=S)NC2CCCC2)cc1	11	17	3.2	-0.1	103	-15	2	0.3	116	-17
25	CC(=O)NCCn1c(SCC(=O)NCCC2=CCCCC2)nc2ccccc2c1=O	0	-18	1.4	-0.2	95	0	8	2.4	100	18
26	OCC1(CCc2ccccc2)CCN(Cc2cc(Cl)ccc2O)CC1	-5	-11	1.1	-0.4	100	0	5	0.3	99	11
27	CCC(=O)Nc1c(S(=O)(=O)c2ccc(C)cc2)c2nc3ccccc3nc2n1C(C)c1ccccc1 (configuration not stated)	-9	3	0.63	-0.2	108	9	-5	1.6	91	-2
28	O=C(Cn1cnc2ccccc2c1=O)Nc1ccc2c(c1)OCCO2	32	94	1.1	-0.2	107	-33	0	1.8	130*	-94
29	CCOC(=O)COc1c(OC)cc(Cl)cc1C1Nc2ccccc2C(=O)N1c1ccc(F)cc1 (configuration not stated)	1	2	0.94	-0.3	86	11	19	5.6	90	-2
30	CCOc1ccc(/C=N/NC(=O)c2cc(-c3cccn3C)n[nH]2)cc1	1	0	1.1	0.0	98	0	8	1.0	98	0
31	COC(=O)c1cn(C(=O)OC)c2ccccc12	-1	13	1.2	0.0	98	6	5	2.5	94	-13
32	CC(C)NC(=O)C(=O)NCCCOC(C)C	-6	-5	0.98	-0.4	101	10	2	0.4	91	5
33	O=C(NC(=S)Nc1cc([N+](=O)[O-])ccc1Cl)c1ccccc1	-1	14	1.7	0.2	124	-22	-21	1.4	121	-14
34	Cc1c(-c2ccc(F)cc2)nc(N)c(C#N)c1-c1ccco1	-2	11	1	0.0	97	-5	8	4.8	104	-11
35	O=C(NN=C1CCCCCC1)c1cn(-c2ccccc2)nc1-c1ccccc1	-1	-3	1.1	-0.4	94	5	10	0.8	95	3
36	N#Cc1c(N2C(=O)Nc3ccccc3N2O)sc2c1CCCCCC2	56*	0	1.2	-0.4	113	-1	-12	2.9	101	0
37	COc1ccc(C)cc1NC(=O)C(Sc1nnc2ccccn12)c1ccccc1 (configuration not stated)	-5	-3	0.94	-0.2	102	0	-4	0.9	100	3
38	CCc1ccc2c(c1)cc(CN(Cc1ccco1)C(C)=O)c1nnnn12	-6	26	0.65	0.2	110	10	-10	1.6	91	-26
39	CN(C)CCNC(=O)c1ccc(Sc2ccc(Br)cc2)c([N+](=O)[O-])c1	-6	-19	1	-0.2	101	2	1	0.5	97	19
40	CCCCN(C)C(=S)Nc1ccc(Oc2ccccc2)cc1	-5	23	1.1	-0.2	93	-4	8	-1.4	104	-23
41	N/C(CC(=O)Nc1cccc(C(F)(F)F)c1)=N/O	-9	-4	1.4	-0.2	105	-5	-2	3.4	104	4
42	Cc1csc(N)n1	-8	-3	1.2	-0.3	102	-8	0	0.3	108	3
43	CCOC(=O)C1=C(C)NC(=O)C(C#N)C1c1ccco1 (configuration not stated)	-3	3	1.3	-0.2	108	-4	-4	1.3	104	-3
44	O=C(O)c1cccc(NS(=O)(=O)c2ccc(Cl)c(C(=O)O)c2)c1	-3	3	0.99	0.4	102	6	3	0.0	95	-3
45	N#CCCN(Cc1cccnc1)C(=S)Nc1ccc(OC(F)F)cc1	-3	-6	1.2	-0.5	99	8	6	0.1	94	6
46	O=C(/C=C/c1ccc(F)cc1)Nc1cccc(S(=O)(=O)Nc2cccc(C(F)(F)F)c2)c1	1	8	1.1	-0.3	99	-10	-1	7.3	108	-8
47	CC1(C)CC(=NOC(=O)c2ccccc2)CC(C)(C)N1O	-7	32	1	-0.3	97	11	2	-0.1	90	-32
48	COc1ccc(NC(=O)C2CC(=O)n3ncnc3N2)cc1 (configuration not stated)	-3	4	0.95	0.2	102	2	3	0.0	98	-4
49	O=C(c1ccc(CSc2nc3ccncc3[nH]2)cc1)N1CCCCC1	68*	7	1.1	-0.2	92	5	9	-0.4	96	-7
50	COCCn1c(SCC(=O)Nc2ccc(S(=O)(=O)N3CCOCC3)cc2)nc2ccccc21	-8	10	0.59	-0.3	102	3	5	1.6	97	-10
51	COc1cccc(C(=O)NCCN2CCOCC2)c1	-10	9	1	0.1	112	2	-9	-1.3	98	-9
52	COc1cccc(C2=NOC(C(=O)Nc3cccnc3Cl)C2)c1 (configuration not stated)	-7	9	1.6	-0.3	95	4	7	2.5	97	-9
53	Cc1cc(/C=C2/C(=O)N(C)C(=S)N2C)ccc1N1CCCC1	16	118	3.2	0.3	132	-81	-24	4.3	175*	-118
54	CC1CCN(S(=O)(=O)c2cn(CC(=O)N3CC(C)CC(C)C3)c(=O)c3ccccc23)CC1 (configuration not stated)	-5	-5	1.7	0.0	82	5	27	1.6	95	5
55	Cc1ccc(CN2CCCC(CO)(Cc3ccccc3C)C2)s1 (configuration not stated)	-4	12	·	-0.2	105	-3	0	-1.2	101	-12
56	Cc1ccc(C(=O)O)cc1-c1ccc(/C=C2/NC(=O)N(c3ccccc3)C2=O)o1	0	1	0.69	-0.2	104	-1	-8	3.5	101	-2
57	Cc1ccsc1C(=O)N(c1nc2ccccc2s1)c1c(C)cccc1C	-10	-13	0.92	0.8	95	6	10	3.4	95	13

From PubChem BioAssay
